IDE cell activ = activators of human insulin-degrading enzyme in cells. P14735. HEK cells, FAbeta-B cleavage, fluorescence polarization; 0% vehicle, 100% cell-free pure enzyme wells. activation, % at 5.96 µM. 340,000 compounds, 0.073% hits;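 active = activation above the mean of all tested compounds plus 3 SD, set per screening campaign, cut at about 17% in these data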
pCIP destab = lowers stability of the mouse p/CIP coactivator protein. F442A p/CIP-EGFP cells, EGFP fluorescence, 16 h. Q05BA5. 290,000 compounds, 0.01% hits. decrease of EGFP signal, % at 10 µM. AID 1984;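 active = EGFP signal decrease of at least 30% at 10 µM or well 3 SD below plate mean, unless failing retest; inactive = the rest, including hits failing retest or dose response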; note: some compounds called inactive have numbers as strong as hits; many of its hits are not listed in these tables
VIM-2 inhibitor = blocks Pseudomonas aeruginosa VIM-2 metallo-beta-lactamase; AID 1527; 290,000 compounds, 0.89% hits; purified VIM-2, nitrocefin hydrolysis, epi-absorbance fluorescence; inhibition, % at 5.6 µM;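 active = inhibition above the mean of all tested compounds plus 3 SD, cutoff set per screening run, cut at about 7.5% in these data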;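 note: red hydrolysis product quenches plate fluorescence so inhibitors raise well fluorescence; 0% = enzyme with DMSO and 100% = DMSO without enzyme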
IMP-1 inhibitor = blocks Pseudomonas aeruginosa IMP-1 metallo-beta-lactamase | 290,000 compounds, 0.45% hits | inhibition, % at 5.6 µM | purified IMP-1, nitrocefin hydrolysis, epi-absorbance fluorescence;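 active = inhibition above the mean plus 3 SD of all compounds in the same screening run, cut at about 4.5% in these data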;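 note: 0% = IMP-1 with DMSO and 100% = DMSO wells lacking enzyme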
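System: purified IMP-1; amount: IMP-1 0.2 nM before substrate addition; compound: single dose, 5.6 µM; times: 25 °C, 15 min preincubation, 25 min reaction; signal: Epi-absorbance via hydrolysed-nitrocefin quenching of white-plate fluorescence, 480/530 nm, EDTA stop; benchmarks: DMSO with and without IMP-1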
GPR7 antag = human neuropeptides B/W receptor 1 antagonism. P48145. GPR7-expressing cells, fluorescence antagonist assay. inhibition, % at 4.4 µM. 290,000 compounds, 1.1% hits; in the data active = inhibition above about 16%, passing the limit was not always enough;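 note: cells stimulated with the agonist NPW; 0% = agonist with vehicle and 100% = vehicle without agonist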
Target sequence (P48145 whole entry, looked up): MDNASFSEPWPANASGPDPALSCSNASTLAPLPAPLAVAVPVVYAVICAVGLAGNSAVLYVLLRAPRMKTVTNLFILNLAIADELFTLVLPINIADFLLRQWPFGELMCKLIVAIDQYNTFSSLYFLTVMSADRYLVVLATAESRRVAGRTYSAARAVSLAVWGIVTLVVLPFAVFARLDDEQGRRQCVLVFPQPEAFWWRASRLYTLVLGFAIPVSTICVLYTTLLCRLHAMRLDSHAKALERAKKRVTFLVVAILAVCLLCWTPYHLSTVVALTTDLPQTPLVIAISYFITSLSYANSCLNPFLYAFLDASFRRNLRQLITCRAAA
PHOSPHO1 inh = blocks human PHOSPHO1 phosphatase activity. Q8TCT1. recombinant PHOSPHO1, absorbance phosphatase assay. inhibition, % at 13.3 µM. 290,000 compounds, 1.1% hits. AID 1565; in the data active = inhibition above about 60%
Target sequence (Q8TCT1 whole entry, looked up): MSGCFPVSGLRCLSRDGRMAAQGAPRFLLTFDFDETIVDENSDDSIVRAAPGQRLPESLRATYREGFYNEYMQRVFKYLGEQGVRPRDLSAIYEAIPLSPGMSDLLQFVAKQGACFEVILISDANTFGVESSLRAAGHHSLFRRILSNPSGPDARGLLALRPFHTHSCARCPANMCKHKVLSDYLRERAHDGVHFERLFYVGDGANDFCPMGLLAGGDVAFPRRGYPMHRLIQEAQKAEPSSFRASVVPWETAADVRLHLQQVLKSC
NALP1 inh = inhibitors of NALP1 inflammasome in yeast; 280,000 compounds, 0.61% hits; AID 2071; inhibition, % at 10 µM; S. cerevisiae NALP1/ASC/caspase-1 growth, X-gal OD620, 72 h; in the data active = inhibition mostly above about 24%, no sharp cut-off; inactive = mostly below about 32%; note: some compounds called inactive have numbers as strong as hits
IDE cell inh = cellular human IDE inhibition; P14735; HEK cells, FAbetaB cleavage, fluorescence polarization; inhibition, % at 5.59 µM; 320,000 compounds, 0.41% hits;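 active = percent inhibition above the average of all tested compounds plus 3 SD, set per screening campaign, cut at about 16% in these data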;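 note: IDE supplied by intact live HEK cells; FP after avidin binding of uncleaved biotin substrate so inhibition keeps polarization high; 0% = DMSO wells and 100% = 60 µM reference IDE inhibitor Ii1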
PfM18AAP inh = blocks P. falciparum M18 aspartyl aminopeptidase. recombinant PfM18AAP, H-Glu-NHMec fluorogenic cleavage. inhibition, % at 7.35 µM. 290,000 compounds, 1.2% hits. AID 1822;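 active = inhibition above the campaign mean inhibition over all tested compounds plus 3 SD, cut at about 28% in these data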;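 note: 0% = plate median of test compound wells and 100% = 2 mM ZnCl2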
Starred values were filed as active, the others as inactive; / = no result given.

IDE cell activ	pCIP destab	VIM-2 inhibitor	IMP-1 inhibitor	GPR7 antag	PHOSPHO1 inh	NALP1 inh	molecule	IDE cell inh	PfM18AAP inh
2	-7	-2.0	-2.3	-8	3	/	O=C1/C(=C/c2ccccc2)SC(=S)N1C1CCS(=O)(=O)C1 (configuration not stated)	-2	1
6	5	-2.3	-3.7	-5	19	/	COc1ccc(N2C(=O)c3ccccc3S2(=O)=O)cc1	5	-1
4	-15	-3.9	-1.2	-16	20	20	Cc1ccc(-n2c(SCC(=O)O)nc3sc4c(c3c2=O)C(C)CCC4)cc1 (configuration not stated)	1	8
0	3	-0.6	-1.9	-9	-3	16	COc1ccc(OCC(=O)OCCNC(=O)c2cccnc2)cc1	-2	0
3	-2	0.8	-0.8	-10	28	-6	COc1ccc2c(c1)C(=O)N(c1ccccc1C)C(=O)C2(C)C	-3	-3
-2	-11	1.8	1.1	8	67*	-8	CCOC(=O)C1=C(CSc2nc3c(cc2C#N)CN(C)CC3)OC(N)=C(C#N)C1c1ccc(Cl)cc1 (configuration not stated)	-1	18
2	3	-1.1	-0.1	10	-5	32	Cc1ccc(-n2ncc(C(=O)NCC3CCN(C4CCCC4)C3)c2C2CCN(C(=O)OC(C)(C)C)CC2)cc1 (configuration not stated)	-2	1
8	1	0.8	0.2	-11	49	16	COC(=O)c1ccccc1NC(=O)CSc1nccn1C	-2	-7
-3	-10	-1.5	-1.7	3	3	33	CCCC(C)NC(C)C(=O)NC1CCCC1 (configuration not stated)	4	-7
6	-9	-3.6	-3.7	-4	6	12	CC1CCCCN1CCCNC(=O)CCCN1C(=O)c2cccnc2Sc2ccccc21 (configuration not stated)	5	-2
0	-4	-3.4	-1.6	0	17	-2	O=C1CN(C(=O)c2cc(Br)c(Br)s2)c2ccccc2N1	3	-8
6	-13	6.8	-0.6	9	38	4	COc1cc(NC(=O)c2cccc3c2C(=O)N(C2CCCCC2)C3)cc(OC)c1OC	-4	-6
6	2	-1.0	-0.6	-13	33	11	COc1ccc(N(CC(=O)NCCSc2ccccc2)S(=O)(=O)c2ccccc2)cc1	2	-2
-1	-9	-5.6	-3.9	-3	-3	-5	CC(C)CCNC(=O)Cc1ccc(Nc2nc(=S)[nH]c3ccccc23)cc1	7	14
/	-6	-2.1	-2.2	-19	48	16	N#Cc1c(-c2ccccc2Cl)cc(-c2ccccc2)[nH]c1=S	-1	-14
3	-2	-1.4	-1.1	-11	56	24	COc1ccccc1NC(=O)CCC(=O)OC(C)C(=O)c1ccccc1 (configuration not stated)	-2	-1
4	-4	-0.4	-1.9	3	21	6	CC(=O)N1CCCN(Cc2cn(-c3ccc(C)cc3)nc2-c2ccc(F)cc2)CC1	5	-13
5	-10	-4.5	-2.7	-13	2	-100	Cc1cc(C)c(C#N)c(SCc2ccccc2)n1	7	14
3	9	-3.4	-1.4	-14	2	28	Cc1ccnc(NC(=O)Nc2ccc3c(c2)N(C)C(=O)CS3)c1	3	3
7	-8	1.5	-2.9	-1	6	-7	CCc1nnc(NC(=O)C2(C)COC(c3ccc(OC)cc3)OC2)s1 (configuration not stated)	-3	-13
5	-10	-4.0	-5.5	-2	-4	16	Cc1cccc(-n2cc(-c3ccccc3)c3c(NN4CCOCC4)ncnc32)c1	-1	0
3	-9	1.5	-2.0	-16	24	-2	CC(C)C(=O)OC/C(O)=C(\C#N)c1nc2ccccc2[nH]1	4	-1
-1	7	-4.7	-3.0	-9	-3	30	Cc1ccc2c(c1)c1c(n2C)C(C(N)=O)CCC1 (configuration not stated)	-3	-8
3	5	-0.6	0.8	3	33	5	O=c1[nH]c2ccc(S(=O)(=O)NCCO)cc2[nH]1	-1	-2
2	-9	0.4	0.9	-6	12	10	O=C1CCCCC1c1cccc2ccccc12 (configuration not stated)	-1	-10

The listing continues:
IDE cell activ	pCIP destab	VIM-2 inhibitor	IMP-1 inhibitor	GPR7 antag	PHOSPHO1 inh	NALP1 inh	molecule	IDE cell inh	PfM18AAP inh
3	-5	-0.9	-2.3	4	-10	0	Cc1ccc(S(=O)(=O)C(C#N)c2nc3ccccc3nc2OC(C)C)cc1 (configuration not stated)	12	-12
-2	2	-3.6	1.4	-7	-7	34	O=C(COC(=O)c1cncc(Br)c1)NCCC1=CCCCC1	7	-1
0	-5	-3.5	-1.8	-13	14	-6	CCOCCn1c(N2CCCC2)nc2c1c(=O)n(C)c(=O)n2C	2	-1
9	-9	-2.4	-2.7	-10	43	6	O=C(Cc1c(F)cccc1Cl)N/N=C/c1cccnc1	/	1
2	1	0.7	-2.5	3	0	16	CCOc1c(Br)cc(/C=C2\C(=O)N(CCC#N)N=C2C)cc1OC	8	14
0	-10	-6.7	-2.8	-6	8	4	O=C(CSc1nc2ccccc2n1CC(=O)N1CCCC1)N1CCN(C(=O)c2ccco2)CC1	3	2
1	-7	-2.2	-2.7	-8	28	8	CC(C)Cn1nc(C(=O)OCC(=O)NCC(F)(F)F)c2ccccc2c1=O	2	6
5	-4	-0.8	-1.9	-19	31	-2	CC(C)c1ccc(NC2CCCN(C(=O)CCCn3cncn3)C2)cc1 (configuration not stated)	1	4
2	-12	-0.8	-0.4	1	-24	16	Cc1ccc(NC(=O)CSc2nccn2Cc2ccco2)cc1	3	1
-4	-1	-2.2	-1.2	-19	44	-2	O=S(=O)(c1ccc2nc(N3CCN(c4ccccc4F)CC3)ccc2c1)N1CCCCC1	1	5
-3	-23	-3.9	0.8	-8	-5	18	O=C(O)/C=C/c1nc(-c2ccccc2)n2ccccc12	0	-13
4	-2	-3.0	-3.6	-11	35	-24	CCO[C@@H]1OC(C(=O)O)=C[C@H](C)[C@H]1CCCO	0	-1
1	11	2.3	-1.5	6	-16	6	CCOC(=O)C1CCN(C(=O)COC(=O)COc2ccc(Cl)cc2)CC1	2	-11
-2	-11	-2.0	-1.6	11	18	2	CN=C1S/C(=C\c2cn(CC(=O)OC)c3ccccc23)C(=O)N1C	2	-9
-1	-2	2.9	-1.6	-15	-42	29	CCCCN(C)Cc1c(C)[nH]c2c(ccc3ccccc32)c1=O	3	1
-1	-9	-1.6	-3.9	-7	-21	0	O=c1ccc(NS(=O)(=O)c2ccccc2Cl)cn1Cc1ccc(Cl)c(Cl)c1	5	8
3	-5	-1.3	-3.9	-7	43	5	Cc1cc(C)nc(/N=C(\N)Nc2ccc(C)c([N+](=O)[O-])c2)n1	-1	5
0	5	-1.6	-1.8	-1	4	16	Cc1cc(/C=C2/SC(=O)NC2=O)c(C)n1-c1ccc(N2CCOCC2)cc1	4	3
-1	-3	-2.0	-3.3	2	36	-16	Cc1nc2ccc([N+](=O)[O-])cc2nc1C	1	-7
-2	18	0.8	-1.9	-9	39	9	O=C(COC(=O)CNS(=O)(=O)/C=C/c1ccccc1)Nc1cccc2ccccc12	-6	-9
6	1	-1.8	-3.1	-22	14	-10	COc1ccccc1NC(=O)N(Cc1ccccc1)c1ccccn1	-2	6
0	-1	-2.2	-1.6	-10	8	5	O=C(O)c1ccccc1C(=O)NNC(=O)C(c1ccccc1)c1ccccc1	0	-2
4	-16	-5.3	-2.2	-17	29	-7	O=C(N/N=C/c1cc(Cl)cc([N+](=O)[O-])c1O)C1CC1	5	5

Gathered by group: those above containing a Cl atom
IDE cell activ	pCIP destab	VIM-2 inhibitor	IMP-1 inhibitor	GPR7 antag	PHOSPHO1 inh	NALP1 inh	molecule	IDE cell inh	PfM18AAP inh
-2	-11	1.8	1.1	8	67*	-8	CCOC(=O)C1=C(CSc2nc3c(cc2C#N)CN(C)CC3)OC(N)=C(C#N)C1c1ccc(Cl)cc1 (configuration not stated)	-1	18
/	-6	-2.1	-2.2	-19	48	16	N#Cc1c(-c2ccccc2Cl)cc(-c2ccccc2)[nH]c1=S	-1	-14
9	-9	-2.4	-2.7	-10	43	6	O=C(Cc1c(F)cccc1Cl)N/N=C/c1cccnc1	/	1
1	11	2.3	-1.5	6	-16	6	CCOC(=O)C1CCN(C(=O)COC(=O)COc2ccc(Cl)cc2)CC1	2	-11
-1	-9	-1.6	-3.9	-7	-21	0	O=c1ccc(NS(=O)(=O)c2ccccc2Cl)cn1Cc1ccc(Cl)c(Cl)c1	5	8
4	-16	-5.3	-2.2	-17	29	-7	O=C(N/N=C/c1cc(Cl)cc([N+](=O)[O-])c1O)C1CC1	5	5
